Screening results from PubChem.
KCNQ1 act = potentiators or activators of human KCNQ1 potassium channel. P51787. CHO-K1 KCNQ1, thallium flux FluxOR fluorescence; hits give high values. B-score at 10 µM. 310,000 compounds, 0.35% hits. AID 2648;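 active means fluorescence ratio B-score, a plate-corrected score, at least three library SD, with initial intensity B-score within 5 SD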
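Doses: Single concentration per compound, DMSO matched to controls | Test system: KCNQ1-transfected CHO-K1 cells | Timing: 90 min dye loading and 20 min compound exposure, both at room temperature | Measured by: Kinetic FluxOR thallium fluorescence, 10-s 1-Hz baseline, 110-s post-stimulus read | Medium: Assay buffer with matched DMSO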
KCNK3 block = human KCNK3 channel inhibition, primary screen. O14649. CHO-KCNK3 thallium flux, FluxOR fluorescence; hits give low values. B-score at 10 µM. 340,000 compounds, 0.84% hits. AID 602410;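 active means B-score under library mean minus 4 SD, starting fluorescence ratio at most library mean plus 5 SD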;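 further: more negative B-score means stronger inhibition of thallium flux through KCNK3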
hERG protect = shields human hERG channel from block by proarrhythmic agents. CHO-hERG, FluxOR thallium flux, dofetilide IC70 present. activation (rescue from dofetilide block), less the hit threshold, % at 10 µM. 310,000 compounds, 0.51% hits. AID 1511;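 active means activation above the mean of controls blocked by dofetilide plus 5 SD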;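 further: thallium influx through hERG after potassium depolarization seen as dye fluorescence rise; in these data hits start at about 4.7%; inactives centre near -7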
Target sequence (Q12809 whole entry, looked up): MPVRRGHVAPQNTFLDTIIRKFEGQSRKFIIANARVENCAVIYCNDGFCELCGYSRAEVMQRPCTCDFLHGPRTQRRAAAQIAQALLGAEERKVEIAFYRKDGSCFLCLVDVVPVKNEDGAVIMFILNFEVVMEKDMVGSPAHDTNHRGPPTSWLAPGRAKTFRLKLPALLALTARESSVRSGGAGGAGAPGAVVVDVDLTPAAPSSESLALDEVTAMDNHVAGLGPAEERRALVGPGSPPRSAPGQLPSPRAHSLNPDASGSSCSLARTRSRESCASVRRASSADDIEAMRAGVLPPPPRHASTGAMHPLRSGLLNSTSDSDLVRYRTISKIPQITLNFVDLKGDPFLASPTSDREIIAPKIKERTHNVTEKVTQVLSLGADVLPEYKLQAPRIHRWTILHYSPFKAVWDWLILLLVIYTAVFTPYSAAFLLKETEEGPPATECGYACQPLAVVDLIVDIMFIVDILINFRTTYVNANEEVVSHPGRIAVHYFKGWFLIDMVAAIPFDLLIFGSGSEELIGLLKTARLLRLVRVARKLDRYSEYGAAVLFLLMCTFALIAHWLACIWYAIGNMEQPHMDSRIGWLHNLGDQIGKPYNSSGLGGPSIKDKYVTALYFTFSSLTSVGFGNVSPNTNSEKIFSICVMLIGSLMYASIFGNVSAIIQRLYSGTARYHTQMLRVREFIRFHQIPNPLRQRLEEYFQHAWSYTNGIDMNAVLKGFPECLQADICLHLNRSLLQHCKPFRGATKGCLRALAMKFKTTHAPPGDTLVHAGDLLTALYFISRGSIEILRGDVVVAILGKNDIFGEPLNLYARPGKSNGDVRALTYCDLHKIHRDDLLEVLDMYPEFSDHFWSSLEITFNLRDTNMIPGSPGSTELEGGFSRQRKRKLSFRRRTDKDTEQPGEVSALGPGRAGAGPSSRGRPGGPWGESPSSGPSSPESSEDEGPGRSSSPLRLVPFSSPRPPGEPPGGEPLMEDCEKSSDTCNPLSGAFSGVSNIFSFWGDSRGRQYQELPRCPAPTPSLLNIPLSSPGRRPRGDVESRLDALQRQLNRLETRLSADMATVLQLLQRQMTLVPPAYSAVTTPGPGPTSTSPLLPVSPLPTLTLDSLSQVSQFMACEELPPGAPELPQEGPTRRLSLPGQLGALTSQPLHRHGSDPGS
KCNQ1 block = inhibitors of human KCNQ1 potassium channel; P51787; CHO-K1 KCNQ1, FluxOR thallium flux fluorescence; hits give high values; B-score at 10 µM; 310,000 compounds, 1.3% hits; AID 2642;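 active means compounds whose thallium flux B-score, printed positive for inhibition, exceeds three library SD while starting fluorescence stays within three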;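 further: channel opened by potassium depolarization with thallium stimulus after 20 min compound exposure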
RGS4 block = inhibitors of human RGS4. AID 463165. B-score at 10 µM. HEK293 M3R/RGS4 inducible, Fluo-4 calcium flux; hits give high values; triggered by carbachol at its EC20. 310,000 compounds, 0.45% hits;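 active means B-score, a plate-corrected calcium signal, over three deviations above library mean, with baseline fluorescence within five deviations of library mean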;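 further: RGS4 expression induced by doxycycline in cells with stable M3 receptor; B-score is computed from the integrated fluorescence ratio over baseline after carbachol; higher B-score means a larger calcium signal and so more RGS4 inhibition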
ANO1 block = inhibitors of mouse TMEM16A calcium-activated chloride channel. HEK293 TMEM16A/YFP iodide influx fluorescence, ionomycin. 310,000 compounds, 1.2% hits. Q8BHY3. AID 588511. normalized B-score (activity score, 25-100; higher = stronger inhibition) at 10 µM;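 active means ratio plate-corrected score three or more library SD toward inhibition, starting fluorescence score within five deviations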;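 further: score derived from kinetic fluorescence span divided by baseline fluorescence per well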
MrgX1 PAM = allosterically activates human MrgX1 receptor signaling. Q96LB2. MrgX1-HEK293, Fluo-4 calcium flux, FDSS; hits give high values. B-score at 10 µM. 310,000 compounds, 0.63% hits. AID 588675;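 active means plate-corrected calcium response at least 3 library SD above typical, normal starting fluorescence, not activating the receptor alone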;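 further: compound read alongside a low EC10 to EC30 dose of BAM8-22 agonist; peak minus trough fluorescence over baseline measured at the second addition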
MrgX1 agonist = agonists of human MrgX1 receptor; Q96LB2; MrgX1-HEK293 cells, Fluo-4 calcium fluorescence, agonist mode; hits give high values; B-score at 10 µM; 310,000 compounds, 0.44% hits; AID 588627;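 active means calcium response B-score plate-corrected fluorescence ratio at least 3 library SD, with starting fluorescence B-score inside 5 SD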
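Material: HEK293 cells stably expressing human MrgX1 receptor | Quantity: 15,000 cells per well | Times: Cells plated overnight, dye loaded 0.5 h 37 °C, 0.5 h room temperature | Measured by: Kinetic Fluo-4 NW fluorescence of intracellular calcium | Control set: Positive and negative controls per plate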
ANO1 activ = activates or potentiates the mouse TMEM16A chloride channel. HEK293 TMEM16A/YFP-H148Q/I152L, iodide quench fluorescence; hits give low values. B-score at 10 µM. 340,000 compounds, 0.3% hits. AID 623877;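 active means fluorescence-ratio B-score plate-corrected deviation score at least 3 library SD below zero, with starting fluorescence score within 5 deviations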;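 further: channel opened by trigger with iodide after compound preincubation; score built on the fluorescence ratio of max minus min over baseline; more negative score means more quench and so TMEM16A activation or potentiation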
KCNK9 block = human KCNK9 channel inhibition; B-score at 10 µM; Q9NPC2; HEK293 KCNK9, FluxOR thallium flux fluorescence; hits give low values; 310,000 compounds, 1.2% hits;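 active means ratio B-score over 3 SD below the library mean, with starting fluorescence within 5 SD of its mean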;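 further: negative B-score means less thallium flux so channel inhibition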
RGS4 act = potentiators or activators of RGS4 | HEK293 M3R/inducible RGS4, carbachol calcium flux Fluo4; hits give low values | B-score at 10 µM | AID 463111 | 310,000 compounds, 0.92% hits;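 active means B-score of the integrated calcium signal more than 4 SD below the library mean, with starting fluorescence not abnormally high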;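 further: negative B-score means reduced calcium response which marks RGS4 activation or potentiation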
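test system = HEK293 cells with stable M3R and inducible RGS4 | schedule = recording 10 s baseline at 1 Hz, 100 s post-agonist | technique = Fluo4-AM (2 µM) calcium-flux fluorescence, kinetic read | measure = Agonist-evoked peak-minus-minimum fluorescence over baseline, integrated ratio, B score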
* marks the source's active call; other numbers are inactive results; i = inactive; . = no result given.

SMILES	KCNQ1 act	KCNK3 block	hERG protect	KCNQ1 block	RGS4 block	ANO1 block	MrgX1 PAM	MrgX1 agonist	ANO1 activ	KCNK9 block	RGS4 act
Cc1c(C(=O)N2CCN(c3ccccc3)CC2)oc2c1C(=O)CC(C)(C)C2	i	i	-14	i	i	i	i	i	i	i	i
CN(C)CCCNC(=O)/C(=N\O)c1ccccc1	i	i	-8	i	i	i	i	i	i	i	i
CCOC(=O)N1CCN(C(=O)CCn2c(=O)[nH]c3ccsc3c2=O)CC1	i	i	-9	i	i	i	i	i	i	i	i
Cc1c(N(C)CS(=O)(=O)O)c(=O)n(-c2ccccc2)n1C	.	i	.	.	.	i	i	i	i	.	.
Cc1nn(-c2ccccc2)c(N)c1C1(O)C(=O)N(C(C)C)c2ccccc21 (centres undefined)	i	i	-6	i	i	i	i	i	i	i	i
O=C(Nc1ccc(Cl)c(C(F)(F)F)c1)c1ccncc1	i	i	-8	i	i	i	i	i	i	i	i
O=C1C(=O)N(c2ccccn2)C(c2cccc([N+](=O)[O-])c2)/C1=C(/O)c1ccc(Br)cc1 (centres undefined)	i	i	-6	i	i	i	i	i	i	i	i
O=C(CNC(c1ccccc1)c1ccccc1)Nc1ccccc1F	i	i	-10	i	i	i	i	i	i	i	i
O=S(=O)(c1ccccc1)N1CCN=C1SCc1cccc(Cl)c1	i	i	-7	i	i	i	i	i	i	i	i
Cc1ccc(Cn2c(C3CCCN3c3nc(-c4ccc(F)cc4)cs3)nc3cc(Cl)c(Cl)cc32)cc1 (centres undefined)	i	i	-4	i	i	i	i	i	i	i	i
O=C(Cc1cccs1)N1CCN(S(=O)(=O)c2cc(Cl)ccc2Cl)CC1	i	i	-12	i	i	i	i	i	i	i	i
COc1ccc(C2C(C(=O)OC(C)C)=C(C)N=c3s/c(=C\c4cccs4)c(=O)n32)cc1 (centres undefined)	i	i	-7	i	i	i	i	i	i	i	i
CCCOC(=O)c1ccc(NC(=O)CCC(=O)OCC)cc1	i	i	-9	i	i	i	i	i	i	i	i
COCCNC(=S)N1CCN(c2nc(-c3ccc(F)cc3)cs2)CC1	i	i	-8	i	i	i	i	i	i	i	i
Cc1cccc(NC(=O)c2nc[nH]c2C(=O)Nc2cccc(C)c2)c1	i	i	-18	i	i	i	i	i	i	i	i
CCN1C(=O)[C@@H]2[C@@H](c3ccc(-c4ccc(Cl)c(Cl)c4)c(OC)c3)N3CCCC[C@@]3(C(=O)OC)[C@@H]2C1=O	i	i	-9	i	i	i	i	i	i	i	i
Cc1cc(C)nc(NS(=O)(=O)c2ccc(NC(=S)NC(=O)C(C)(C)C)cc2)n1	i	i	-13	i	i	i	i	i	i	i	i
O=C1[C@@H]2[C@H](C(=O)N1n1cnnc1)[C@H]1C=C[C@@H]2C1	i	i	-8	i	i	i	i	i	i	i	i
COc1cc(/C=C\C(=O)O)cc(S(=O)(=O)N2CCCCCC2)c1OC	i	i	-4	i	i	.	.	.	i	i	i
O=C(/C=C\c1ccc(-c2ccccc2)o1)c1ccccc1	i	i	-11	i	i	i	i	i	i	i	i
COc1cc(C(C[N+](=O)[O-])c2c(C)[nH]c3ccccc23)cc(OC)c1OC (centres undefined)	i	i	-10	i	i	i	i	i	i	i	i
C/C(=C1/SC(N2CCCC2)=NC1=O)c1ccc(Br)cc1	i	i	-12	i	i	i	i	i	i	i	i
Cc1ccc(C(=O)Oc2ccccc2C(=O)N2CCOCC2)cc1	i	i	0	i	i	i	i	i	i	i	i
Cc1cccc(C)c1-n1c(C)cc(/C=N/NC(=O)c2ccncc2)c1C	i	i	-9	i	i	i	i	i	i	i	i
CSCCC(=O)N1CCC(n2nccc2NC(=O)CCc2ccccc2)CC1	i	i	-3	i	i	i	i	i	i	i	i
CC12CC3(C)CC(C)(C1)CC(C(=O)NCC(=O)O)(C2)C3	i	i	-5	i	i	i	i	i	i	i	i
C/C(=N\NC(N)=O)c1cc(Cl)cc(Cl)c1O	i	i	-4	i	i	i	i	i	i	i	i
COc1ccc(-c2nc(C#N)c(NCCCN(C)C)o2)cc1OC	i	i	-1	i	i	i	i	i	i	i	i
O=C1CN(C(=O)c2ccccc2Cl)c2ccccc2N1	i	i	-7	i	i	i	i	i	i	i	i
CSCCC(NC(=O)c1ccccc1Br)C(=O)N1CCCCCCC1 (centres undefined)	i	i	-9	i	i	i	i	i	i	i	i
CCOC(=O)CC(=O)Nc1ccsc1C(N)=O	i	i	-5	i	i	i	i	i	i	i	i
CCOC(=O)C1=C(C)Nc2nnnn2C1c1c[nH]c2ccccc12 (centres undefined)	i	.	-7	i	i	i	i	i	.	i	i
O=C(NCCNC(=O)c1cccnc1)c1ccc(Br)cc1	i	i	-10	i	i	i	i	i	i	i	i
O=C(c1cccs1)N1CCN(c2nnc(-c3ccccc3)c3ccccc23)CC1	i	i	-18	i	i	i	i	i	i	i	i
Cc1c(Cl)cn2c(=O)cc(CN(C)Cc3nc4ccccc4c(=O)[nH]3)nc2c1Cl	i	.	-15	i	i	i	i	i	.	i	i
O=C(c1ccccc1)N1CCN(C(=O)c2ccccc2)C1c1ccccc1	i	i	-8	i	i	i	i	i	i	i	i
O=C1CCCc2c1nc(-c1ccc(F)cc1)n2O	i	i	-13	i	i	i	i	i	i	i	i
CCOC(=O)c1cnc2c(C(=O)OC)cccc2c1NCc1cccnc1	i	i	-15	i	i	i	i	i	i	i	-7*
CN(C)c1ccc(/C=N/NC(=O)CNC(=O)c2ccncc2)cc1	i	i	-7	i	i	i	i	i	i	i	i
CC(C)N1CCc2c(sc(NC(=O)c3ccc(S(=O)(=O)N(C)CC4CCCO4)cc3)c2C(N)=O)C1 (centres undefined)	i	i	-5	i	i	i	i	i	i	i	i
CC(=O)Nc1ccc(OCC(=O)N2CCC(Cc3ccccc3)CC2)cc1	i	i	-4	i	i	i	i	i	i	i	i
COc1ccc(-c2noc(CSc3nc(-c4ccccc4)cc(=O)[nH]3)n2)cc1	i	i	-3	i	i	i	i	i	i	i	i
Cc1nc2ccccc2n1/N=C/c1cccnc1	i	i	-3	i	i	i	i	i	i	i	i
CC1(c2ccco2)NC(=O)NC1=O (centres undefined)	i	i	-4	i	i	i	i	i	i	i	i
CCN(CC)C(=O)CSc1nnc(-c2ccc(F)cc2)n1N	.	i	.	.	.	i	i	i	i	.	.
CC(=O)Nc1ccc(NC(=O)CN(C)S(=O)(=O)c2ccc3nc(C)sc3c2)cc1	i	i	-15	i	i	i	i	i	i	i	i
CCOC(=O)C1CCN(Cc2ccc(F)cc2F)CC1	i	i	-6	i	i	i	i	i	i	i	i
COc1ccc(N2C(=O)CN=C2Nc2cccc(C)c2C)cc1OC	i	i	-1	i	i	i	i	i	i	i	i
Cc1c(C(=O)c2ccc(N(C)C)cc2)c2ccccn2c1CCC#N	i	i	-7	i	i	i	i	i	i	i	i
COc1ccc(C2C3=C(CC(C)(C)CC3=O)Oc3ncn(CC(C)C)c(=N)c32)cc1 (centres undefined)	i	i	-8	i	i	i	i	i	i	i	i
Cn1c(Cn2c(=O)sc3ccccc32)nnc1SCc1cccc(F)c1	i	i	-6	i	i	i	i	i	i	i	i
O=C1C(C=NCCN2CCOCC2)=C(O)c2ccccc21	i	i	-8	i	i	i	i	i	i	i	i
NC(=O)c1ccccc1Nc1nc2nc3ccccc3c(=O)n2cc1Br	i	.	-2	i	i	i	i	i	.	i	i
C/C(Cn1nnc([N+](=O)[O-])n1)=N\NC(=O)c1ccc(O)cc1O	i	i	-9	i	i	i	i	i	i	i	i
O=C(COC(=O)c1cccc(OC(F)F)c1)NC1CCCC1	i	i	-4	i	i	i	i	i	i	i	i
CC(=O)c1ccc(OCCCCCCCOc2ccc(C(C)=O)cc2)cc1	i	i	0	i	i	i	i	i	i	-8.8*	i
Cc1nc2ncccn2c1-c1csc(Nc2ccc(O)cc2)n1	i	i	-13	i	i	.	.	.	i	i	i
Cc1csc(=O)n1CCC(=O)O	i	i	-8	i	i	i	i	i	i	i	i
Nc1c(-c2ccc(Cl)cc2)cnc2c(-c3ccccc3)cnn12	i	i	-5	i	i	i	i	i	i	i	i
Cn1nnnc1SCCNC(=O)C1CCC(=O)N(CCc2ccccc2)C1 (centres undefined)	i	i	-3	i	i	i	i	i	i	i	i
Next part:
SMILES	KCNQ1 act	KCNK3 block	hERG protect	KCNQ1 block	RGS4 block	ANO1 block	MrgX1 PAM	MrgX1 agonist	ANO1 activ	KCNK9 block	RGS4 act
COc1ccc(Cn2nnnc2C(c2cc3cc(C)ccc3[nH]c2=O)N2CCOCC2)cc1 (centres undefined)	i	i	-9	i	i	i	i	i	i	i	i
CCc1nnc(NC(=O)c2ccc3c(c2)C(=O)N(CC)C3=O)s1	i	i	-20	i	i	i	i	i	i	i	i
O=C(Nc1ccccn1)C(=O)N1CCCCC1	i	i	-8	i	i	i	i	i	i	i	i
O=c1c(Cl)c(NCC2CCCO2)cnn1C12CC3CC(CC(C3)C1)C2 (centres undefined)	i	i	-9	i	i	i	i	i	i	i	i
Cc1nonc1NC(=O)CSc1nc2ccc(Cl)cc2[nH]1	i	i	-6	i	i	i	i	i	i	i	i
COC(=O)Cc1cc(=O)[nH]c(/N=C(\N)Nc2ccc(C(C)C)cc2)n1	i	i	-9	i	i	i	i	i	i	i	i
Cc1cc(NC(=O)COC(=O)c2nccnc2N)n(-c2ccccc2)n1	i	i	-14	i	i	i	i	i	i	i	i
CCOc1c2ccc(C(=O)NCc3ccc(C)cc3)cc2nn1CC	i	i	-5	i	i	i	i	i	i	i	i
Cc1cc(-c2cc(-c3ccccc3)on2)nc(NC2CCCC2)n1	i	i	-4	i	i	i	i	i	i	i	i
C/C(Cn1nnc([N+](=O)[O-])n1)=N\NC(=O)c1ccc(C)cc1	i	i	-3	i	i	i	i	i	i	i	i
CCOC(=O)Cn1nc(C)c2ccccc2c1=O	i	i	-2	i	i	i	i	i	i	i	i
